# EWS-Fli inh: EWS/Fli-driven NR0B1 reporter inhibitors, primary screen, A673 cells, NR0B1 luciferase, luminescence, MLPCN library; 350,000 tested, 0.67% active; viability-normalised; inhibition, % at 12.6 µM;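 active = mean inhibition of at least 50% after viability correction, with every replicate also passing that limit; inconclusive = mean reaches 50% but only one of two replicates passes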;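 also: firefly luciferase signal divided by Alamar Blue viability fluorescence both relative to DMSO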
# PAX8 inh HTS: inhibitors of PAX8-driven TPO luciferase reporter, primary screen, RMG-I cells, single concentration. SteadyGlo, 24 h. 360,000 tested, 1.2% active. inhibition, % at 12.6 µM;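 active = mean replicate inhibition at least 60% with every replicate also reaching 60%; inconclusive = only one of the two criteria is met; inactive = mean below 60% and not all replicates reaching 60%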;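 also: luciferase light reporting Pax8 driven TPO promoter activity; plate controls were median of neutral control wells for no effect and mitoxantrone controls for full effect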
# ERAP1 HTS inh: human ERAP1 aminopeptidase inhibitors, primary screen, biochemical, single point, plate reader. Endoplasmic reticulum aminopeptidase 1 (Homo sapiens), Q9NZ08. recombinant ERAP1, Leu-AMC fluorescence, 60 min. inhibition, % at 10.7 µM. 340,000 tested, 0.15% active;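 active = mean replicate inhibition of at least 30%, or all replicates individually reaching that 30% level; inactive = mean below 30% and not every replicate reaching it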;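 also: 0% = neutral control wells and 100% = L-leucinethiol positive control wells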
# Target sequence (Q9NZ08 whole entry, looked up): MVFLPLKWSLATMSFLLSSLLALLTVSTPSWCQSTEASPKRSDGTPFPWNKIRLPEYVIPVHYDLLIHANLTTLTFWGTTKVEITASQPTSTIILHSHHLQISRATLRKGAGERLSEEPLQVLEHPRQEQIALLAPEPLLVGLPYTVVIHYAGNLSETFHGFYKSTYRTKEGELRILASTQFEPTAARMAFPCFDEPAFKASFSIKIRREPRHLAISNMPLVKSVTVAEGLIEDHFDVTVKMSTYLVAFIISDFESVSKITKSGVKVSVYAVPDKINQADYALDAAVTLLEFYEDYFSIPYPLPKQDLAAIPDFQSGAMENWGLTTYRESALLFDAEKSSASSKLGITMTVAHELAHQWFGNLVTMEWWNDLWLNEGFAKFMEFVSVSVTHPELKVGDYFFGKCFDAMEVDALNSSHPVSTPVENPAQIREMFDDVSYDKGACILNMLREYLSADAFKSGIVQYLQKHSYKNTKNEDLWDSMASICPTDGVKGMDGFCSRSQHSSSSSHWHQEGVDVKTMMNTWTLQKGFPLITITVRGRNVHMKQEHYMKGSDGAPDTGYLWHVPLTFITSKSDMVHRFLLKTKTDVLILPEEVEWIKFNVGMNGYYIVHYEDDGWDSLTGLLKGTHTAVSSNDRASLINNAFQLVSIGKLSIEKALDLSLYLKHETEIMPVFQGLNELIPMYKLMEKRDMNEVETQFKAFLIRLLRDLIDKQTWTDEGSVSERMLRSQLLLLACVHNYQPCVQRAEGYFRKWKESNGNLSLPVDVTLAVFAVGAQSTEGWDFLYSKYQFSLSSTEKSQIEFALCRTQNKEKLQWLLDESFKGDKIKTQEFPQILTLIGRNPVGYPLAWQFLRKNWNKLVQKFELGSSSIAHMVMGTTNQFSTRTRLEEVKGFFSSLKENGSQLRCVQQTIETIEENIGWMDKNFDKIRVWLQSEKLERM
# LGR2 inh: inhibitors of bursicon-induced LGR2 CRE-luciferase signal, primary screen, cell-based, HEK293, CRE-luciferase reporter, bursicon stimulation. inhibition, % at 9.99 µM. bursicon-stimulated, 4 h. 380,000 tested, 0.35% active. AID 720647, 2013;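 active = drop in luminescence signal, shown as inhibition above about 50% in the replicate tests, limit read from the data, passing the limit was not always enough; inconclusive = probably only some replicates passing the limit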;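 also: agonist challenge used bursicon conditioned medium at about half maximal strength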
# PGC1a acetyl inh: inhibitors of PGC1a acetylation signal, primary screen, cell-based, U2OS, AlphaScreen, inhibitor mode. AlphaScreen anti-acetyl-lysine; with virally co-expressed GCN5 acetyltransferase. 350,000 tested, 0.17% active. inhibition, % at 15.6 µM;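 active = every replicate shows inhibition of at least 40%; inconclusive = mean inhibition at least 40% but some replicate below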;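 also: 0% = neutral control wells and 100% = positive control wells; some results beyond the cut were filed as inactive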
# PglD inh: C. jejuni PglD acetyltransferase inhibitors, primary screen, biochemical, DTNB colorimetric, single point; 360,000 tested, 0.098% active; AID 602405, 2012; inhibition, % at 12.5 µM; purified PglD enzyme, DTNB colorimetric CoA detection; in the data active = inhibition above about 16%, passing the limit was not always enough; inconclusive = no clear call, values can overlap the other calls; also: strong numbers were not always called active
# S100A4 inh HTS: inhibitors of S100A4-myosin IIA peptide binding, primary screen, biochemical, fluorescence polarization, TAMRA-MyoIIA peptide; AID 652163, 2013; inhibition, % at 10.7 µM; 360,000 tested, 0.14% active; Protein S100-A4 (Homo sapiens), P26447;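 active = mean inhibition of at least 70% across replicates, with every replicate also reaching that level; inconclusive = mean inhibition reaches 70% but some replicates fall short; inactive = mean inhibition below 70%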
# Target sequence (P26447 whole entry, looked up): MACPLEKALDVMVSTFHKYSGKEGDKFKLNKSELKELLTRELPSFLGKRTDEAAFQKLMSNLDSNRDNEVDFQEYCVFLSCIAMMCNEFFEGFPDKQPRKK
#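 Material: S100A4 monomer (human). Medium: Calcium-containing HEPES buffer, pH 7.2. Probe or stimulus: labelled myosin peptide probe, 5 nM. Compound dosing: one concentration per compound. Timing: polarization read 5 min after assay mix addition, stable 5–60 min. Benchmarks: DMSO as neutral control, TFP as positive control.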
# FN deposit inh: inhibitors of fibronectin matrix deposition, primary screen, AH1F cells, Alexa488-fibronectin fluorescence, plate reader. AH1F fibroblasts, overnight. inhibition, % at 12.6 µM. 350,000 tested, 0.086% active. AID 743247, 2014;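 active = mean inhibition across replicates of 30% or more, regardless of how many single replicates reach that level; inconclusive = mean under 30% yet at least half of replicates reach 30%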;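 also: positive control wells lacked labelled fibronectin entirely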
#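 Assay system: AH1F fibroblasts / Quantity: 10000 cells per well / Medium: DMEM plus 2% serum, read in PBS / Reagent: labelled fibronectin 24 nM / Dosing: single dose, pinned / Times: 1 h cell attachment, overnight exposure to compound and label / Signal: fluorescence, ex 485 nm, em 525 nm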
# * hit, by the source's call; ? = inconclusive; nt = no result given.
SMILES,EWS-Fli inh,PAX8 inh HTS,ERAP1 HTS inh,LGR2 inh,PGC1a acetyl inh,PglD inh,S100A4 inh HTS,FN deposit inh
CCN(Cc1ccncc1)C(=O)CCc1nnc(CCc2ccc(OC)cc2)o1,-17,3,0,-9,13,2,-5,-1
CC(O)c1ccc(Oc2cnccn2)cc1 (stereo unspecified),-20,-12,-3,-3,-11,-2,2,-1
Cc1cc(Cl)ccc1C(=O)C1CCCN(C(=O)CN2CCOC2=O)C1 (stereo unspecified),0,-7,0,-1,1,1,2,0
CO[C@H]1CN(C)C(=O)c2cc(NC(=O)c3cc(C)on3)ccc2OC[C@@H](C)N(C(C)=O)C[C@@H]1C,-8,nt,-2,10,7,0,49,-11
Fc1ccccc1CSc1ncnc2c1ncn2C1CCCCO1 (stereo unspecified),-31,-176,-1,-76,-16,-2,-11,2
O=C(C1CC1)N1N=C(c2ccccc2)CC1(O)C(F)(F)F (stereo unspecified),-1,3,0,-19,nt,-5,2,4
O=C(NCc1ccc(Cl)c(Cl)c1)c1cc(C2CCCCN2C(=O)C2CCCCC2)on1 (stereo unspecified),-3,36,-3,12,-11,5,-4,6
O=C(CCN1CCCCC1)N[C@H]1CC[C@@H](CCn2cc(-c3ccccc3)nn2)O[C@H]1CO,-2,-11,-1,-22,8,1,0,nt
CCOC(=O)N/N=C1\CC(C)CC(C)(C)C1 (stereo unspecified),-3,-11,1,19,11,1,-2,2
CC1(c2ccccc2)NC(=O)N(CC(=O)Nc2cccc(/C=C/c3ccccn3)c2)C1=O (stereo unspecified),-30,-47,1,-10,nt,5,3,5
COC(=O)CCC(=O)OC1(C)C(=O)C=C2C=C(C3CC3)N(Cc3ccc(OC)cc3)C=C2C1=O (stereo unspecified),-2,14,-2,-13,nt,1,-2,-8
COc1ccccc1C=NN=C(NN=Cc1ccccc1OC)NN=Cc1ccccc1OC,4,26,-1,46,0,3,-2,-7
CCCc1nnc(SCC(=O)O)n1CC,-1,-6,-3,2,-7,-1,-4,-4
CSCC(=O)N1CCCC(CNC(=O)c2ccccc2Cl)C1 (stereo unspecified),2,-14,5,1,-6,nt,-2,4
O=C(C[C@@H]1CC[C@@H](NS(=O)(=O)c2ccc(F)cc2)[C@@H](CO)O1)NCCN1CCCCC1,1,-11,-2,5,-4,5,6,nt
COC(=O)C1=C(CS(=O)(=O)c2ccc(OC)cc2)NC(=O)NC1c1ccccc1 (stereo unspecified),nt,5,-3,4,5,nt,2,-4
O=C(CCC(=O)OCc1ccc([N+](=O)[O-])cc1)Nc1ccccc1Cl,4,1,-1,-7,10,nt,-4,-24
O=C(Cc1cccs1)Nc1ccc(Cl)cc1,nt,-62,nt,nt,7,-2,nt,3
COC(=O)C1=CN(Cc2ccc(OC)c(OC)c2)C=C(C(=O)OC)C1c1ccccc1F,4,-20,-11,18,-19,1,-3,-4
CCOC(=O)c1cn(CC(=O)Nc2ccc(C)cc2)nn1,nt,14,4,12,9,-2,1,-10
O=C(NCC[C@H]1CC[C@@H](NS(=O)(=O)c2cccc(F)c2)[C@@H](CO)O1)C1CCC1,1,-10,1,16,-15,1,-13,nt
N/C(Cc1cccc2ccccc12)=N\OC(=O)COc1ccccc1,nt,10,nt,21,-8,3,nt,3
O=C(CSc1ccc(-c2ccc(F)cc2)nn1)N1CCCCC1,-52,nt,-9,-39,4,3,-1,nt
N#Cc1ccccc1S(=O)(=O)N1CCN(S(=O)(=O)c2ccc(Br)c(C(=O)O)c2)CC1,6,34,1,10,11,-3,3,-2
C[C@@H]1CN([C@H](C)CO)C(=O)c2cc(N(C)C)ccc2O[C@@H]1CN(C)Cc1ccncc1,1,-11,2,-3,-3,1,33,-7

# A different layout for 3 compounds above:
CCN(Cc1ccncc1)C(=O)CCc1nnc(CCc2ccc(OC)cc2)o1
  EWS-Fli inh: -17	PAX8 inh HTS: 3	ERAP1 HTS inh: 0	LGR2 inh: -9	PGC1a acetyl inh: 13	PglD inh: 2	S100A4 inh HTS: -5	FN deposit inh: -1
CC(O)c1ccc(Oc2cnccn2)cc1 (stereo unspecified)
  EWS-Fli inh: -20	PAX8 inh HTS: -12	ERAP1 HTS inh: -3	LGR2 inh: -3	PGC1a acetyl inh: -11	PglD inh: -2	S100A4 inh HTS: 2	FN deposit inh: -1
Cc1cc(Cl)ccc1C(=O)C1CCCN(C(=O)CN2CCOC2=O)C1 (stereo unspecified)
  EWS-Fli inh: 0	PAX8 inh HTS: -7	ERAP1 HTS inh: 0	LGR2 inh: -1	PGC1a acetyl inh: 1	PglD inh: 1	S100A4 inh HTS: 2	FN deposit inh: 0

# Additional results.
SMILES,EWS-Fli inh,PAX8 inh HTS,ERAP1 HTS inh,LGR2 inh,PGC1a acetyl inh,PglD inh,S100A4 inh HTS,FN deposit inh
CCCC#Cc1cnc2c(c1)C(=O)N([C@@H](C)CO)C[C@H](C)[C@H](CN(C)C(=O)Cc1ccccc1)O2,-2,-11,-2,-4,-16,-3,-16,nt
CCNC(=O)[C@@H]1[C@@H](CO)[C@@H]2Cn3c(cccc3=O)[C@H]1N2Cc1cccc(Cl)c1,-7,nt,2,-1,1,nt,5,nt
CCOC(=O)C1=CN(Cc2cccc(F)c2)S(=O)(=O)N(C)C1c1cccc(OC)c1 (stereo unspecified),-1,9,2,-2,-6,0,-5,2
CC(C)(C)C(=O)NC1CCN(S(C)(=O)=O)CC1,-1,nt,1,5,2,4,0,nt
CC[C@@H](C)[C@H](NC(=O)OCc1ccccc1)c1nnc([C@@H](NC(=O)OCc2ccccc2)[C@@H](C)CC)o1,10,46,-3,21,-8,-98,-16,-7
CCOC(=O)C1=C(C)NC(=NC)SC1c1ccccc1 (stereo unspecified),0,20,6,-17,-1,nt,2,5
CCCc1c(CC)c(=N)c2ccccc2n1C,17,nt,6,-11,-1,nt,-2,nt
C#CCN(C[C@H]1[C@H](OC(=O)Nc2c(C)noc2C)[C@H](OC(=O)Nc2c(C)noc2C)CN(C(=O)OC(C)C)N1C(=O)OC(C)C)S(=O)(=O)c1ccc(C)cc1,4,4,nt,18,nt,nt,-6,-2
CCc1cc2c(=O)[nH]c(CC(N)=O)nc2s1,5,6,6,-2,-14,0,5,10
C[C@@H]1CN([C@H](C)CO)C(=O)CCCn2nncc2CO[C@H]1CN(C)C(=O)Nc1cccc(F)c1,-6,-6,0,5,?,0,48,-4
Cc1cc(C)c[n+](-c2[nH]c(=O)sc2/C=N/N=C(\[O-])c2cccnc2)c1,-4,-19,5,-9,nt,-4,0,-11
CC(C)C[C@H](NC(=O)N1c2ccccc2NC(=O)[C@@H]1C(C)C)C(=O)N[C@@H](Cc1ccccc1)C(=O)O,3,nt,11,0,-7,2,0,nt
C[C@@H]1CN([C@H](C)CO)S(=O)(=O)c2ccc(C#CC3CC3)cc2O[C@H]1CN(C)Cc1ccccn1,?,nt,2,-13,-23,0,-1,13
CCC(=O)Nc1ccc2c(c1)OC[C@H](C)N(CC1CCCCC1)C[C@H](C)[C@H](OC)CN(C)C2=O,4,-9,nt,-1,10,-1,nt,4
CCOC(=O)c1ccc(NC(=O)C(C)Sc2nc(O)c(-c3ccccc3)c(=O)[nH]2)cc1 (stereo unspecified),-8,-19,4,-9,0,nt,0,1
CN1C[C@@H]2[C@H](c3ccccc31)[C@H](CO)N2Cc1ccccc1Cl,7,109*,nt,11,7,-5,6,6
O=C(Nc1sc2c(c1-c1nc3ccccc3[nH]1)CCCC2)C1CC1,nt,-4,nt,nt,-7,3,nt,-4
CCN(C(=O)CSc1nc2cc(C(=O)O)ccc2c(=O)n1-c1ccccc1F)C1CCS(=O)(=O)C1 (stereo unspecified),-9,1,-7,11,8,0,6,-4
COc1ccc(C(=O)O/N=C(\N)c2ccccc2)cc1,21,-3,-1,79*,-15,-20,-1,-4
CC1CCN(C(=O)c2cc(S(=O)(=O)N3CCOCC3)ccc2N2CCCC2)CC1,-1,-5,6,3,-4,5,-1,-20
COCCC1CCCCN1C(=O)c1cc(COc2cccc(C(C)=O)c2)on1 (stereo unspecified),nt,-116,0,-20,0,3,0,-3
CCOc1ccc(NC(=O)[C@@H](NC(=O)c2ccco2)C(C)C)cc1,-2,4,-2,-8,nt,nt,-2,-3
CC(C)CN(CCCNC(=O)CN1C(=O)CSc2ccc(S(=O)(=O)N3CCOCC3)cc21)CC(C)C,5,-13,-4,11,nt,nt,-3,5
COc1ccc(OCCN2CCC(C(=O)NC(c3ccc(Cl)cc3)c3cccnc3)CC2)cc1 (stereo unspecified),-2,1,-1,6,-15,-5,7,-2
N#C[C@@H]1[C@H](c2ccccc2-c2ccc(F)cc2)[C@H](CO)N1C(=O)Cc1ccccc1,-2,2,0,19,-3,nt,0,0
# (further entries)
SMILES,EWS-Fli inh,PAX8 inh HTS,ERAP1 HTS inh,LGR2 inh,PGC1a acetyl inh,PglD inh,S100A4 inh HTS,FN deposit inh
COc1ccc(C(=O)Nc2ccc(S(=O)(=O)N3CCCC3)cc2)c(OC)c1,nt,21,nt,nt,2,6,nt,1
Cc1cc2c(cc(C(=O)OC(C(=O)NCc3ccco3)C(C)C)n2C)o1 (stereo unspecified),-2,nt,3,6,-2,1,9,nt
Cc1[nH]c(=O)[nH]c(=O)c1CSc1nnc(CCCCCNC(=O)OC(C)(C)C)o1,nt,nt,-2,1,nt,-3,-8,nt
CC(C)NC(=O)NCC[C@@H]1CC[C@@H](NS(=O)(=O)c2ccc(Oc3ccccc3)cc2)[C@H](CO)O1,0,7,-2,-20,3,5,-5,0
Cc1nc(SCCC(=O)O)c2ccccc2n1,5,nt,0,14,1,-2,2,nt
O=C1C(=O)N(C/C=C/c2ccccc2)c2ccccc21,14,-9,3,4,nt,-2,0,0
COc1ccccc1-c1cc(C(=O)NCCCN2CCOCC2)no1,-3,-5,-2,-6,nt,-1,-4,-14
O=C(CNC(=O)c1ccc(Cl)cc1)N/N=C/c1cccnc1,-8,-5,nt,nt,-10,-2,-7,0
N#CCC(=O)Nc1ccc(C(=O)OC(C(=O)Nc2ccc([N+](=O)[O-])cc2Br)c2ccccc2)cc1 (stereo unspecified),7,20,1,-9,-9,0,-7,-11
Cc1cccc(C)c1NC(=O)Cc1cccs1,2,-50,-2,nt,4,3,-1,1
CCOc1cccc(CN2CCC(n3nccc3NC(=O)CCCc3ccccc3)CC2)c1,4,27,6,-4,-4,3,-3,12
CC(=O)Nc1cccc(NC(=O)C(=O)c2cn(CC(=O)N3CCCCC3)c3ccccc23)c1,-21,-33,-2,7,-2,nt,-11,3
Cc1ccc2c(c1C)OC(=O)CC2(C)C,nt,-11,nt,12,nt,3,nt,0
Fc1cccc(/C=N/Nc2nccnc2Cl)c1,-98,-118,0,-40,1,1,-5,0
OC[C@H]1CC[C@@H]2O[C@H](CCc3ccc(C#CCc4ccccc4)cc3)[C@H](n3cc(-c4ccccc4)nn3)C[C@@H]2O1,-8,18,1,nt,13,nt,2,nt
COc1ccc(-c2ccc3c(c2)[C@H]2[C@H](CCN2C(=O)C2CCCC2)[C@H](CO)N3C)cc1,2,nt,3,13,nt,nt,10,-4
Cc1ccccc1S(=O)(=O)N(C)C[C@H]1OCc2ccccc2-c2ccccc2C(=O)N([C@H](C)CO)C[C@@H]1C,7,21,1,7,-13,4,5,-10
